GLS inh – blocks human kidney-isoform glutaminase activity; AID 624170; Potency, µM (highest dose often 45.5 µM), for the others: at the highest dose activity change, negative = inhibition, actives largely listed as inhibitors; 410,000 tested, 0.21% active; GLS enzymatic activity, qHTS titration; also: potency is read from the fitted curve at half-maximal effect; % is scaled to controls: 0 for no effect and ±100 for the full control effect
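Read-out is an Amplex red fluorescence increase coupled through glutamate oxidase and HRP, measured before and after 30 min room-temperature incubation. hKGA is in 45 mM KH2PO4 (pH 8.2) with 0.02% Tween-20; glutamine added as 1mM solution.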
TrxR1 inh – inhibitors of rat thioredoxin reductase 1. O89049. recombinant rTrxR1, NADPH fluorescence consumption, selenite substrate. Potency, µM (titrated, usually from 114 µM), without a hit: top-dose activity change, negative = inhibition, usual class: inhibitors. 390,000 tested, 1% active. AID 588453; also: potency is read from the fitted curve at half-maximal effect; % is scaled to controls: 0 for no effect and ±100 for the full control effect; nearly all actives have a fitted effect of over 65% in size
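Rat TrxR1 (90 nM in the dispensed reagent) was pre-reduced with 400 uM NADPH for 5 min at room temperature, then incubated with compound for 15 min. After 400 uM selenite was added, NADPH fluorescence (Ex 340/Em 450 nm) was followed for 8 min.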
USP1 inh – blocks the human USP1/UAF1 deubiquitinase complex; O94782; recombinant USP1/UAF1, Ub-Rhodamine cleavage fluorescence; Potency, µM (series often up to 57.1 µM), for inactives: at the top dose activity change, negative = inhibition, hits mostly inhibitors; 390,000 tested, 0.23% active; AID 743255; also: potency is read from the fitted curve at half-maximal effect; % is scaled to controls: 0 for no effect and ±100 for the full control effect; nearly all actives have a fitted effect of over 60% in size; inactives centre near -12
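USP1/UAF1 complex at 1 nM was preincubated with compound for 15 min at room temperature, then Ub-Rho substrate (150nM final) was added. Fluorescence (480/540 nm) was read kinetically, 6 reads every 60 seconds.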
Pin1 inh – human Pin1 inhibition | Pin1 FP peptide displacement, HiFluor488, 10 min | Potency, µM (series often up to 115 µM), for inactives: top-dose activity, negative = inhibition, most hits filed as inhibitors | 390,000 tested, 0.009% active; active = well fitted inhibition curve with a large enough effect in the polarisation, with a control signal flat, not every such curve was filed as active; inconclusive = small, poorly fitted or top-dose-only effect, or effect the other way, or a change in a side signal; inactive = no such curve, though single readings can be large or run the other way; the % refers to the polarisation; also: potency is read from the fitted curve at half-maximal effect; % is scaled to controls: 0 for no effect and ±100 for the full control effect
Target sequence (Q13526 whole entry, looked up): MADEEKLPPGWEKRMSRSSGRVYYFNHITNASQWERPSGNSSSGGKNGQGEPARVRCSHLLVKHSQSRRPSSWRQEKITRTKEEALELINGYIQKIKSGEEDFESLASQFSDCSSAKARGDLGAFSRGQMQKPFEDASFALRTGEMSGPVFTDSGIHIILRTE
HP1b binding inh – blocks HP1-beta chromodomain binding to methylated histone tails | P83916 | AlphaScreen HP1-beta / biotin-H3K9me3 peptide binding | Potency, µM (highest dose often 114 µM), without a hit: top-dose activity change, negative = inhibition, most hits filed as inhibitors | 390,000 tested, 0.56% active | AID 540317; also: potency is read from the fitted curve at half-maximal effect; nearly all actives have a fitted effect of over 70% in size; inactives centre near 23
Target sequence (P83916 whole entry, looked up): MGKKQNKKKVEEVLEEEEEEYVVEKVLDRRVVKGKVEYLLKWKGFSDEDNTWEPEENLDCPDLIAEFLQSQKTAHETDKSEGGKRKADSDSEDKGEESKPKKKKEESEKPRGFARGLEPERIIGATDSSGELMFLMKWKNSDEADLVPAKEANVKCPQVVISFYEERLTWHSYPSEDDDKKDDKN
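AlphaScreen: HP1-beta (50 nM) preformed 30 min with biotin-H3(1-18)K9me3 peptide (50 nM) in PBS pH 7.4, 0.01% Tween-20. Compound added for 30 min at RT, then streptavidin donor/nickel chelate acceptor beads (10 ug/mL) for 30 min.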
TrxR1 substrate – rat thioredoxin reductase 1 substrate activity | O89049 | purified TrxR1 substrate turnover, NADPH consumption readout | Potency, µM (titrated, usually from 114 µM), without a hit: at the highest dose activity change, negative = substrate turnover | 390,000 tested, 0.01% active | AID 588456; also: potency is read from the fitted curve at half-maximal effect; % is scaled to controls: 0 for no effect and ±100 for the full control effect; nearly all actives have a fitted effect of over 50% in size
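Rat TrxR1, dispensed at 90 nM, was prereduced with 400 uM NADPH (final) for 5 min at ~22 deg C, then incubated with compound 15 min before 400 uM selenite. A first-read NADPH fluorescence drop versus no-compound background flagged substrates.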
PGK inhibitor – inhibitors of T. brucei phosphoglycerate kinase. PGK/GAPDH coupled, Kinase-Glo luminescence, 60 min. Potency, µM (doses to about 57.5 µM), for the others: top-dose activity change, negative = inhibition, most hits filed as inhibitors. 380,000 tested, 0.043% active; also: potency is read from the fitted curve at half-maximal effect; % is scaled to controls: 0 for no effect and ±100 for the full control effect; nearly all actives have a fitted effect of over 60% in size
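Recombinant glycosomal PGK reaction used 1,3-bisphosphoglycerate generated in-well by GAPDH (100nM final) in 100mM TEA pH 7.6, 5mM MgCl2, 0.01% Tween-20. After 60 minutes at room temperature, ATP was read by Kinase-Glo Plus luminescence end-point.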
PI4K2A inh – PI4K2A (human) kinase inhibition | Q9BTU6 | purified PI4K2A, ADP-Glo luminescence, 1 h; stronger effect = lower value | activity change, negative = inhibition, % at 76.9 µM | 420,000 tested, 0.13% active | AID 1346378; in the data active = activity change below about -50%; inconclusive = mostly about -30% to -49%;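 also: -100% = wells without enzyme as full effect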
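Compounds are screened against recombinant PI4K2A using PI as substrate and ATP, the latter dispensed at 300 microM. Reactions run one hour at ambient temperature before ADP-Glo detection; full inhibition defined by wells lacking enzyme.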
IDH1 R132H inh – inhibitors of human mutant IDH1 R132H; 390,000 tested, 0.093% active; IDH1-R132H enzyme, NADPH consumption, diaphorase/resazurin fluorescence; Potency, µM (titrated, usually from 76.6 µM), inactives show top-dose activity change, negative = inhibition, hits mostly inhibitors; O75874; also: potency is read from the fitted curve at half-maximal effect; % is scaled to controls: 0 for no effect and ±100 for the full control effect; nearly all actives have a fitted effect of over 65% in size
Target sequence (O75874 whole entry R132H, stated change not applied): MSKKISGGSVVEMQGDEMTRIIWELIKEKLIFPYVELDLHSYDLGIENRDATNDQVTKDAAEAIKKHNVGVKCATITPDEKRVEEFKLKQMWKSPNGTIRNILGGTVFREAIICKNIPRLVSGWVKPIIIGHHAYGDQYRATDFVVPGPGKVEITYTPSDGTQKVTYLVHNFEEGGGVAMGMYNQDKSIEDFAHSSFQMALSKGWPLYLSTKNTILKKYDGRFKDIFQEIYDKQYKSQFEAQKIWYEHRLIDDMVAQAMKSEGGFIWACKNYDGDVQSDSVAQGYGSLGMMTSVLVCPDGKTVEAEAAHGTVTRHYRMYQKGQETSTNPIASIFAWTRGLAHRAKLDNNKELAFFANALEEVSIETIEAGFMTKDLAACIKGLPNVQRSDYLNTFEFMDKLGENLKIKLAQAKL
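IDH1-R132H (0.5 ug/mL dispensed) in pH 7.5 Tris buffer was preincubated 30 min with compound, then given a substrate mix of 0.016 mM NADPH and 2 mM alpha-KG for 80 min at room temperature; remaining NADPH was read by diaphorase/resazurin fluorescence.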
An asterisk follows results filed as active; i = inactive; u = inconclusive; x = not tested or not shown; [ ] = dose if it differs, or a comment. Unless noted, calls follow the shape of the dose curve; as a rule, active = well fitted curve in the direction sought with a large enough effect; inconclusive = small, poorly fitted or top-dose-only effect, or another doubt; inactive = no such curve, though single readings can be large; an effect the other way counts as inactive or inconclusive. These rows are one share of the data. The share of hits here may be higher or lower than overall.

The line under a structure holds: TrxR1 inh	IDH1 R132H inh	Pin1 inh	HP1b binding inh	PI4K2A inh	GLS inh	TrxR1 substrate	PGK inhibitor	USP1 inh
Cc1nn(-c2ccccc2)nc1C(=O)Oc1cc(C(F)(F)F)nn1-c1ccccc1
    35.6%	6.3%	-9.8%	15.4%	-3.2	17.9%	4.3%	-3.5%	-2.6%
CCOC(=O)[C@@H]1[C@H]2COc3cc(OC)ccc3[C@@H]2N2C(=O)N(c3ccc(Br)cc3)C(=O)[C@@]12C
    0.6%[57.1 µM]	-4.2%	19.0%	24.9%	-2.1	-7.8%	-4.2%[57.1 µM]	-2.2%	-23.5%
CC(C)CNC(=O)C(=O)Nc1c2c(nn1-c1ccc(Cl)cc1)CSC2
    1.4%[57.1 µM]	0.0%	2.5%	43.2%[activator]	0.5	3.4%	-1.8%[57.1 µM]	10.5%	-11.5%
O=C(O)CCCNc1cc(N2CCN(C(=O)c3ccco3)CC2)c2noc3c2c1C(=O)c1ccccc1-3
    -22.4%	-2.9%	u	35.5µM*	u	u	-0.1%	-20.2%	28.2µM*
COc1ccccc1Nc1nc(N)nc(CSC(=S)N2CCN(c3ccccc3)CC2)n1
    33.1%	2.7%	3.6%	14.4%	2.2	-3.0%	-1.6%	i	-19.6%
Cc1cc(C)cc(NC(=O)COC(=O)CC2CCCC2)c1
    10.1%	-0.7%	4.7%	63.9%	1.7	4.6%	-3.1%	-0.9%	-4.4%
Cc1ccc(S(=O)(=O)N(C)CCCC(=O)n2nc(C)cc2C)cc1
    -2.7%	10.1%	0.0%	52.3%	2.7	-1.5%	-5.0%	0.9%	-21.2%
Cc1ccc([C@@H]2[C@@H]3C(=O)N(c4ccccc4)C(=O)[C@@H]3[C@]3(C)C(=O)N(Cc4ccccn4)CC(=O)N23)o1
    u	-6.9%	-10.8%	48.5%[activator]	-1.3	3.1%	-1.3%	-5.4%	21.4%
CC(C)(C)NC(=O)Cn1cc(S(=O)(=O)Cc2ccc(F)cc2)c2ccccc21
    8.0%	-7.4%	-5.0%	18.9%	1.4	-2.7%	-5.7%	i	0.3%
Cc1nn(-c2ccccc2)c(OC(=O)c2cccc(Br)c2)c1S(=O)(=O)c1ccccc1
    8.3%	13.5%	1.7%	36.6%	-9.8	24.4%	1.9%	-6.5%	-24.4%
CC1CCC2(CC1)N=C(c1ccccc1)C(=O)N2CC(=O)Nc1ccc(F)c(Cl)c1 (configuration not stated)
    -10.4%	x	1.1%	30.2%	0.8	-14.5%	-10.5%	x	9.7%
COC(=O)c1ccccc1S(=O)(=O)NC(=O)c1ccccc1
    36.0%	1.6%	-4.2%	23.9%	7.5	3.7%	9.3%[57.1 µM]	-6.9%	5.5%
COc1cccc(-c2nc(S(=O)(=O)c3ccc(C)cc3)c(N3CCCCC3)o2)c1
    3.2%	x	52.2%[activator]	-16.8%	2.4	-1.5%	-0.9%	x	8.5%
COCCNC(=O)C(c1ccco1)N(C(=O)Cn1nnc2ccccc21)c1cc(C)ccc1C (configuration not stated)
    11.1%	4.1%	4.1%	-10.9%	0.0	u	3.5%	-3.4%	-10.1%
COC(=O)c1ccc(S(=O)(=O)c2ccc(Cl)cc2)c(N)c1
    19.7%	2.1%	-2.5%	47.3%[activator]	11.4	-8.4%	45.2%[activator]	-2.0%	-8.9%

More entries follow.
The line under a structure holds: TrxR1 inh	IDH1 R132H inh	Pin1 inh	HP1b binding inh	PI4K2A inh	GLS inh	TrxR1 substrate	PGK inhibitor	USP1 inh
COc1ccccc1-c1coc2c(CN3CCN(C)CC3)c(O)ccc2c1=O
    47.8%[activator][57.1 µM]	9.8%	-8.5%	24.0%	-0.9	44.1%[activator]	81.7%[activator][57.1 µM]	-3.3%	-1.0%
COc1ccc(CC(=O)OCC(=O)Nc2cccnc2Cl)cc1OC
    15.5%[57.1 µM]	0.0%	1.7%	5.7%	-0.3	-9.0%	1.5%[57.1 µM]	i	-15.8%
O=C(Cn1nc(C(F)(F)F)c2c1CCCC2)Nc1cccc(Cl)c1
    21.4%[57.1 µM]	9.8%	u	34.7%[activator]	3.2	-14.5%	-2.1%[57.1 µM]	5.2%	-13.7%
O=C(Nc1ncccc1O)c1ccc2c(c1)OCO2
    4.8%[57.1 µM]	0.4%	0.5%	12.0%	u	24.5%	1.5%[57.1 µM]	i	-11.6%
Cc1ccccc1NC(=O)N1CCC(C(=O)c2ccc(F)cc2)CC1
    36.9%	3.7%	-6.5%	41.5%[activator]	-0.5	0.3%	5.5%	-6.4%	-3.1%
COc1cccc(Cn2c(=O)n(CC3CCC(C(=O)N4CCCCC4)CC3)c(=O)c3sccc32)c1 (configuration not stated)
    2.1%[57.1 µM]	-19.1%	39.6%[activator]	19.4%	-2.0	0.5%	-6.1%[57.1 µM]	i	-11.5%
Cc1ccc(C(=O)CSc2nc3cc(C(=O)NC4CCCC4)ccc3c(=O)n2CC2CCCO2)cc1 (configuration not stated)
    12.4%[57.1 µM]	10.6%	-5.2%	6.5%	0.4	4.9%	1.9%[57.1 µM]	-9.4%	-17.8%
COc1ccc(CN(C)CC(=O)Nc2ccc(Cl)cc2F)c(OC)c1
    16.2%	-9.1%	-7.4%	9.9%	-0.5	3.8%	-4.9%	-7.8%	-9.5%
O=C(CCNc1cccc(Cl)c1)c1cccs1
    10µM*	0.3%	21.1%	46.3%	1.2	24.6%	5.6%	-7.5%	-10.0%
CC1CC(CN)CC(CO)C1 (configuration not stated)
    0.9%[57.1 µM]	2.9%	1.1%	39.8%[activator]	-7.2	-5.4%	-6.4%[57.1 µM]	-6.3%	-5.6%
COc1cccc(-c2c(NC(=O)c3ccco3)n(-c3ccc(C)cc3)nc(C)c2=O)c1
    -10.1%[57.1 µM]	-2.7%	2.1%	21.3%	0.3	2.6%	3.6%[57.1 µM]	-2.4%	0.9%
CCOc1ccccc1NC(=O)NC1CC2CCCC(C1)N2Cc1nnnn1CCc1ccccc1 (configuration not stated)
    40.0%[activator][57.1 µM]	4.9%	22.8%	21.2%	-0.7	12.4%	13.2%[57.1 µM]	-0.6%	-7.4%
CCCCP(=O)(CCCC)c1ccccc1C(=O)O
    -2.3%[57.1 µM]	-1.0%	-2.7%	19.4%	-9.4	1.1%	3.4%[57.1 µM]	-6.9%	-7.3%
C1CCCC(N2CCNCC2)CC1
    24.1%	1.3%	u	28.6%	5.6	2.3%	9.5%	x	-1.6%
COc1ccc(NC(=O)COC(=O)c2ccc(N3CCCC3=O)cc2)cc1
    2.1%	-13.3%	-1.4%	26.5%	0.9	-3.5%	-2.0%	-1.7%	-5.2%

Records listed above printed as active in TrxR1 inh:
The line under a structure holds: TrxR1 inh	IDH1 R132H inh	Pin1 inh	HP1b binding inh	PI4K2A inh	GLS inh	TrxR1 substrate	PGK inhibitor	USP1 inh
O=C(CCNc1cccc(Cl)c1)c1cccs1
    10µM*	0.3%	21.1%	46.3%	1.2	24.6%	5.6%	-7.5%	-10.0%

Complete entries, looked up by structure:
COc1cccc(-c2c(NC(=O)c3ccco3)n(-c3ccc(C)cc3)nc(C)c2=O)c1 as listed: TrxR1 inh: -10.1%[57.1 µM]; IDH1 R132H inh: -2.7%; Pin1 inh: 2.1%; HP1b binding inh: 21.3%; PI4K2A inh: 0.3; GLS inh: 2.6%; TrxR1 substrate: 3.6%[57.1 µM]; PGK inhibitor: -2.4%; USP1 inh: 0.9%
O=C(O)CCCNc1cc(N2CCN(C(=O)c3ccco3)CC2)c2noc3c2c1C(=O)c1ccccc1-3 as listed: TrxR1 inh: -22.4%; IDH1 R132H inh: -2.9%; Pin1 inh: u; HP1b binding inh: 35.5µM*; PI4K2A inh: u; GLS inh: u; TrxR1 substrate: -0.1%; PGK inhibitor: -20.2%; USP1 inh: 28.2µM*

(cont.)
The line under a structure holds: TrxR1 inh	IDH1 R132H inh	Pin1 inh	HP1b binding inh	PI4K2A inh	GLS inh	TrxR1 substrate	PGK inhibitor	USP1 inh
COC(=O)c1ccc(C(=O)NC2CCCN(Cc3ccc(Cl)cc3)C2)nc1 (configuration not stated)
    4.3%	0.8%	-0.4%	37.4%	-3.5	1.2%	0.4%	-6.0%	-7.3%
O=C(NCc1ccco1)c1sc2cc(Cl)ccc2c1Cl
    u	2.4%	24.9%	45.3%[activator]	-0.6	-3.6%	-5.4%	-8.9%[11.5 µM]	-24.7%
O=C(Nc1ccc(Cl)c(S(=O)(=O)N2CCOCC2)c1)c1ccc(Cl)nc1
    9.4%	-14.6%	-1.7%	1.2%	0.3	-0.1%	0.9%	-7.5%	-15.8%
CN1CCN(C(=O)C2=C[C@@H](c3coc4ccccc4c3=O)C[C@@H](OCCCCO)O2)CC1
    -7.8%[57.1 µM]	-5.7%	1.0%	21.4%	1.5	-0.6%	4.6%[57.1 µM]	4.3%	-4.8%
CC(C)CC(=O)c1c[nH]c(C(=O)NCCc2ccccn2)c1
    -4.1%	0.0%	-1.9%	13.1%	-10.6	15.3%	-6.8%	-0.4%	-7.3%
